Screening data deposited in PubChem BioAssay by National Center for Advancing Translational Sciences (NCATS).
GLP1R inv ag = qHTS of GLP-1 Receptor Inverse Agonists (Inhibition Mode); AID 624417, 2012; Potency, µM (doses to about 38.3 µM), without a hit: top-dose activity change, negative = inhibition, most hits filed as inhibitors; HEK293 GLP-1R CRE-luciferase, luminescence, 24 h; GLP-1R form is constitutively active; 1.6% of 410,000 active; also: potency is read from the fitted curve at half-maximal effect; % is scaled to controls: 0 for no effect and ±100 for the full control effect; nearly all actives have a fitted effect of over 55% in size
Target sequence (P43220 whole entry, looked up): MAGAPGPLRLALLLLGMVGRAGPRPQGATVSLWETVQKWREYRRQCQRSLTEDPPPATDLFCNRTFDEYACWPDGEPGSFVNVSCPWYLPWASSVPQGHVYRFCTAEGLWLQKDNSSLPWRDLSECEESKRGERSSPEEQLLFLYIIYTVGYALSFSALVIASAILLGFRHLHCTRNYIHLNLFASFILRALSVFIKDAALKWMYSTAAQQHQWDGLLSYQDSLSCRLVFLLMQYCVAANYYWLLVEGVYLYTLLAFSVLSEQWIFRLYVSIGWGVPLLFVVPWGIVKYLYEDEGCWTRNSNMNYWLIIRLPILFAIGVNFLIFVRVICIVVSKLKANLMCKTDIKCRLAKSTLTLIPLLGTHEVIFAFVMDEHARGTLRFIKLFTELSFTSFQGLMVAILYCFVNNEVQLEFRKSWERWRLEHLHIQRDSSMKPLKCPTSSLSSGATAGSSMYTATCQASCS
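Using stably transfected HEK293 (constitutively active GLP-1R, cAMP-luciferase reporter), compounds were incubated 24 hr and luciferase measured by luminescence.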
HEK293 tox = qHTS of GLP-1 Receptor Inverse Agonists: Cytotox Screen; HEK293 cAMP-luciferase reporter cells, luminescence, 24 h; Potency, µM (highest dose often 38.3 µM), without a hit: at the top dose activity change, negative = inhibition, most hits filed as inhibitors; 0.13% of 410,000 active;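 also: loss of luciferase light is scored as toxicity; potency is read from the fitted curve at half-maximal effect; % is scaled to controls: 0 for no effect and ±100 for the full control effect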
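Quantitative HTS format, 1536 wells, 200 cells/uL seeded. Compounds: 23 nL, 24 h, 37 °C. Detection: luciferase reagent, luminescence at 12 min RT; decreased signal taken as cytotoxic.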
KB-V1 cytotox = qHTS assay for MDR1-selective chemotherapeutics: Primary screen using the drug-selected MDR subline cells KB-V1 | KB-V1 MDR cells viability, CellTiter-Glo, 72 h | 3.4% of 400,000 active | Potency, µM (series often up to 46.1 µM), for the others: at the highest dose activity change, negative = cytotoxicity, hits mostly cytotoxic | AID 1347076, 2019; also: potency is read from the fitted curve at half-maximal effect; % is scaled to controls: 0 for no effect and ±100 for the full control effect; nearly all actives have a fitted effect of over 60% in size
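KB-V1 MDR subline cells in DMEM (phenol-red free, 10% FBS) exposed to compounds in qHTS concentration series for 72 h at 37 degrees C. Viability read by CellTiter-Glo luminescence; concentration-effect curves fitted after normalization and correction.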
aSyn rescue = qHTS of alpha-syn Inhibitors. 0.14% of 370,000 active. AID 652106, 2013. Potency, µM (titrated, usually from 46.1 µM), inactives show at the top dose growth rescue (activation), hits mostly activators. Yeast expressing alpha-synuclein, growth rescue, BacTiter-Glo, 24 h; also: potency is read from the fitted curve at half-maximal effect; % of control where 0% means no effect; nearly all actives have a fitted effect of over 65% in size
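Readout is rescue of growth in alpha-synuclein-expressing yeast, so inhibitors of toxicity appear as activators. Growth after 24 hr at 30 deg C in galactose medium is quantified by luminescence.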
D3 antag = qHTS of D3 Dopamine Receptor Antagonist: qHTS. D(3) dopamine receptor (Homo sapiens), P35462. D3R cells, DiscoveRx beta-arrestin luminescence, antagonist mode; stronger effect = lower value. max response, negative = inhibition, %. 2.5% of 360,000 active. AID 652054, 2013; in the data active = max response below about -50%; inconclusive = no clear call, values can overlap the other calls; also: % is scaled to controls: 0 for no effect and ±100 for the full control effect; mostly tested at two doses, the higher about 12 µM
Target sequence (P35462 whole entry, looked up): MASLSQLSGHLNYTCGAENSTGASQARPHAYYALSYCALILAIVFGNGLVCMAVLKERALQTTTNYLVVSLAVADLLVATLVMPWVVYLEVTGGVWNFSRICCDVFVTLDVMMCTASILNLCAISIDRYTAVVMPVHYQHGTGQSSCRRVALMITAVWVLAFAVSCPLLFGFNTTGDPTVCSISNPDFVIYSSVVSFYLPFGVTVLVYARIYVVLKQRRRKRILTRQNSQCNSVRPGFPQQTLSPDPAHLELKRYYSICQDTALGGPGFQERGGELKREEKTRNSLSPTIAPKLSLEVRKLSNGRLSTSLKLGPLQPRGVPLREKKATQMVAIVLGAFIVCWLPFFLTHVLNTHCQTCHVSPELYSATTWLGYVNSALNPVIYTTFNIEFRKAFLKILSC
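Cells plated overnight at 1500 cells/well, then exposed to library compounds with dopamine controls for 90 minutes at 37 degrees C. DiscoveRx reagent added for 30–60 minutes at room temperature; luminescence read, quantitative HTS format.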
GLP-1R agonist = qHTS of GLP-1 Receptor Agonists. AID 624172, 2012. 0.007% of 380,000 active. Potency, µM (top dose mostly 45.6 µM), for the others: top-dose activation, usual class: activators. HEK293 GLP-1R CRE-luciferase, luminescence, 4-6 h; cells express a hypersensitive GLP-1R form. Glucagon-like peptide 1 receptor (Homo sapiens), P43220; also: potency is read from the fitted curve at half-maximal effect; % of control where 0% means no effect
PTHR1 agonist = qHTS for PTHR1 Agonists: Primary Screen | 0.075% of 410,000 active | Potency, µM (titrated, usually from 115 µM), without a hit: at the top dose activation, most hits filed as activators | HEK293 GP2 PTHR1 cells, GloSensor cAMP luminescence, 1 h | Parathyroid hormone/parathyroid hormone-related peptide receptor (Homo sapiens), Q03431; also: potency is read from the fitted curve at half-maximal effect; nearly all actives have a fitted effect of over 55% in size; some results filed as inactive show a strong effect at the top dose; inactives centre near -15; many of its hits are not listed in these tables
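HEK-293-derived GP2 cells expressing PTHR1 and a GloSensor cAMP reporter, 3,000/well, plated overnight, given luciferin plus IBMX (each 0.5 mM as added) for 1 h at 37 °C, then compound for 1 h at 37 °C. Luminescence was read after 15 min at room temperature.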
D3 ag = qHTS of D3 Dopamine Receptor Agonist: qHTS; D(3) dopamine receptor (Homo sapiens), P35462; D3R DiscoveRx beta-arrestin cells, luminescence, 90 min; max activation, %; 0.58% of 410,000 active; in the data active = max activation above about 30%; also: 0% is about no effect; mostly tested at two doses, the higher about 12 µM
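Agonist-mode cell screen: cells plated at 1500/well and incubated overnight at 37 °C, then exposed to library compounds for 90 min at 37 °C. Detection reagent was added for 30–60 min at room temperature, and luminescence was read.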
TDP-43 yeast inh = qHTS of TDP-43 Inhibitors; Potency, µM (top dose mostly 46.1 µM), for inactives: at the top dose growth rescue (activation), hits mostly activators; TDP-43 expressing yeast growth rescue, BacTiter-Glo, 24 h; 1.8% of 410,000 active; also: potency is read from the fitted curve at half-maximal effect; % of control where 0% means no effect; nearly all actives have a fitted effect of over 50% in size
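Luminescence from BacTiter-Glo reports growth of TDP-43-expressing yeast after 24 hr at 30 deg C with compound. Cells were raffinose-pregrown to mid-log, then seeded in galactose medium at OD600=0.02.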
* marks the source's active call; other numbers are inactive results; i = inactive; ? = inconclusive; . = no result given; [ ] = dose if it differs, or a comment. Unless noted, calls follow the shape of the dose curve; as a rule, active = well fitted curve in the direction sought with a large enough effect; inconclusive = small, poorly fitted or top-dose-only effect, or another doubt; inactive = no such curve, though single readings can be large; an effect the other way counts as inactive or inconclusive.

SMILES,GLP1R inv ag,HEK293 tox,KB-V1 cytotox,aSyn rescue,D3 antag,GLP-1R agonist,PTHR1 agonist,D3 ag,TDP-43 yeast inh
O=C(Nc1ccc(N2CCN(C(=O)c3ccco3)CC2)c(Cl)c1)c1c(F)c(F)c(F)c(F)c1F,?,-13%,-19%,6%,22,-3%,i,4,?
Cc1ccc(C(=O)Nc2cccc(C(=O)O)c2)cc1,?,5%,-4%,-8%,-29,-15%,-18%[57.5 µM],-3,-12%
Cc1ccccc1-c1cc2nc(NCCOc3ccccc3Cl)n(C)c(=O)c2s1,?,4%,?,?,6,-3%,-20%,3,0%
CC(C)(C)c1ccc2cc(F)cc(F)c2n1,31%,3%,8%,-2%,20,-5%,-13%,1,0%
Cc1ccc(OCC(=O)Nc2nonc2-c2ccc(Br)cc2)cc1,-1%,-3%,5%,.,.,.,-8%,1,0%
CC(C)Sc1nc2ncnc(N)c2[nH]1,19%[7.66 µM],14%[7.66 µM],24%,4%,-11,8%,i,4,-13%[9.22 µM]
COc1ccccc1C1C=C(c2ccc(F)cc2)Nc2nc(-c3ccc(Cl)cc3)nn21 (stereo not drawn),?,250%[activator],9%,.,.,.,-40%[inhibitor],5,11%
Cc1cccc(NC(=O)c2cccc(N3C(=O)C4C5CCC(C5)C4C3=O)c2)c1C (stereo not drawn),0%,7%,8.2µM*,5%,3,-12%,-2%[57.5 µM],3,20%
C=CCOCCN(C)C1=NS(=O)(=O)c2ccccc21,-2%,4%,-13%,-3%,-24,4%,15%,-1,-25%
COc1ccc(C2CC(c3ccccc3)=NN2C(=O)c2ccc(Cl)c([N+](=O)[O-])c2)cc1 (stereo not drawn),-21%,?,-5%,14%,-29,0%,-33%[inhibitor],-15,23%

(further entries)
SMILES,GLP1R inv ag,HEK293 tox,KB-V1 cytotox,aSyn rescue,D3 antag,GLP-1R agonist,PTHR1 agonist,D3 ag,TDP-43 yeast inh
C/C=C/Cn1c(N2CCCCCC2)nc2c1c(=O)[nH]c(=O)n2C,19%,-7%,?,-1%,-6,1%,i,8,-7%
CCOC(=O)C1(Cc2ccccc2)CCCN(C2CCN(C(C)=O)CC2)C1 (stereo not drawn),6%,14%,-6%,-5%,1,7%,-12%,1,0%
CC1CCN(CC(=O)NCCc2ccc(F)cc2)CC1,-14%[0.307 µM],1%[0.307 µM],-1%,-3%,-28,1%,-23%,-8,-1%
COc1ccc(NC(=O)C2CCN(S(=O)(=O)c3c(C)noc3/C=C/c3ccc(C)cc3)CC2)cc1Cl,3%,4%,?,.,.,-4%,i,-3,13%
O=C(CN1C(=O)COc2ccccc2C1=O)c1ccc2c(c1)OCCO2,11%,3%,5%,-8%,29,-7%,i,-3,21%
Oc1cccc(C(O)CNCc2ccc(-c3ccccc3)cc2)c1 (stereo not drawn),?,?,?,-2%,-2,?,-21%,-13,-25%
Cc1ccc2c(c1)NC(c1cccnc1)=NC(c1ccc(F)cc1)=N2,2%,7%,0%,.,.,.,10%,-8,15%
COc1ccc(CC(=O)NC2CC(=O)N(c3cccc(F)c3)C2)cc1OC (stereo not drawn),6%,0%,.,.,.,.,-32%[inhibitor],4,20%
NS(=O)(=O)c1ccc(NC(=S)N2CCC(O)CC2)cc1,5%,1%,-5%,1%,15,-2%,i,9,-5%
COc1ccc(-c2noc([C@@H]3O[C@H](CO)[C@H](O)[C@H](O)[C@H]3O)n2)cc1OC,8%,1%,3%,0%,?,-1%,-24%,-2,28%

Profiles from above. Values in the order: GLP1R inv ag, HEK293 tox, KB-V1 cytotox, aSyn rescue, D3 antag, GLP-1R agonist, PTHR1 agonist, D3 ag, TDP-43 yeast inh
`COc1ccc(NC(=O)C2CCN(S(=O)(=O)c3c(C)noc3/C=C/c3ccc(C)cc3)CC2)cc1Cl` in the list: 3%, 4%, ?, ., ., -4%, i, -3, 13%
`Oc1cccc(C(O)CNCc2ccc(-c3ccccc3)cc2)c1` (stereo not drawn) in the list: ?, ?, ?, -2%, -2, ?, -21%, -13, -25%
`O=C(CN1C(=O)COc2ccccc2C1=O)c1ccc2c(c1)OCCO2` in the list: 11%, 3%, 5%, -8%, 29, -7%, i, -3, 21%
`NS(=O)(=O)c1ccc(NC(=S)N2CCC(O)CC2)cc1` in the list: 5%, 1%, -5%, 1%, 15, -2%, i, 9, -5%
`COc1ccc(-c2noc([C@@H]3O[C@H](CO)[C@H](O)[C@H](O)[C@H]3O)n2)cc1OC` in the list: 8%, 1%, 3%, 0%, ?, -1%, -24%, -2, 28%

New compounds follow.
SMILES,GLP1R inv ag,HEK293 tox,KB-V1 cytotox,aSyn rescue,D3 antag,GLP-1R agonist,PTHR1 agonist,D3 ag,TDP-43 yeast inh
Clc1nc(N2CCOCC2)ncc1Br,25%,3%,17%,1%,?,9%,-25%,-12,1%
COC(=O)c1c(NC(=O)COC(=O)Cn2cnc3ccccc32)sc2c1CCCC2,2%,-3%[1.53 µM],-15%,13%,21,1%,i,15,25%
COc1ccccc1N1CCN(C(=O)CN2C(=O)c3ccccc3S2(=O)=O)CC1,?,0%,9%,0%,2,0%,-29%,-7,5%
Cc1ccc(CSC2=NCCN2C(=O)c2ccco2)cc1,9%,1%,9%,11%,-5,29%,-7%,-5,23%
Cc1ccc(S(=O)(=O)N2CCSC2)cc1C,-4%,2%,1%,1%,-25,6%,i,0,-11%
CC12CCC(C(=O)NC3CCCC3)(CC1=O)C2(C)C (stereo not drawn),3%,3%,-11%,4%,-19,-11%,-9%[57.5 µM],-2,-27%
CCOC(=O)c1c(C)[nH]c(C)c1S(=O)(=O)NCCN1CCN(c2cc(Cl)ccc2C)CC1,?,?,?,0%,?,-3%,-32%[inhibitor],-17,5%
COc1ccc(CC(=S)N2CCOCC2)cc1OC,2%,14%,0%,0%,1,1%,i,-2,-1%
COc1ccc(NS(=O)(=O)c2ccc(NC(=O)Cc3cccs3)cc2)cc1,?,-1%,1%,1%,-20,17%,-62%[inhibitor],-3,-5%
CCCCNc1nc(-c2ccccc2)cc(C(F)(F)F)c1C(N)=O,?,-8%,?,8%,11,12%,1%[57.5 µM],3,?

Remaining list, next part
SMILES,GLP1R inv ag,HEK293 tox,KB-V1 cytotox,aSyn rescue,D3 antag,GLP-1R agonist,PTHR1 agonist,D3 ag,TDP-43 yeast inh
Cc1c(Cl)cccc1NC(=S)Nc1ccccn1,-9%,-23%,7%,1%,-1,6%,i,-2,24%
Cc1ccc(C)c2nc(SCC(=O)Nc3ccc4c(c3)OCO4)c(C#N)cc12,12%,-18%,19%,-1%,6,3%,2%,3,18%
COc1ccc(N2C(=O)CC(N3CCN(c4ccc(C(=O)c5cccnc5)cc4)CC3)C2=O)cc1 (stereo not drawn),0%,-8%,1%,5%,-17,33%,-14%,-8,-9%
CC(C)C(=O)Nc1nnc(SCc2cc(=O)n3ccccc3n2)s1,5%,0%,.,.,.,.,9%,1,13%
CCCN(CCC)CCCNC(=O)C1CCN(S(=O)(=O)CC)CC1,12%,24%,.,.,.,.,23%,-3,-6%
CC(OC(=O)c1ccc(-n2cnnn2)cc1)C(=O)Nc1ccc(F)c(F)c1F (stereo not drawn),-7%,-9%,8%,3%,-8,4%,-12%,2,17%
O=C(OCc1cc(=O)n2nc(C3CCCCC3)sc2n1)c1ccc(F)cc1,17%,7%,30%,.,.,.,-16%,4,22%
CC(C)N(C(=O)[C@H]1CC(CC(=O)NCC23CC4CC(CC(C4)C2)C3)C(=O)N2CCc3c([nH]c4ccccc34)[C@]12C)C(C)C (stereo partly drawn),13%,9%,-1%,?,-11,3%,-28%,-14,22µM*
CC(C)(C)NC(=O)CSc1ccc(C(C)(C)C)cc1,?,3%,-13%,5%,10,6%,-17%[57.5 µM],-15,0%
Cc1ccc(S(=O)(=O)Oc2cc(N)c3c(n2)CCC3)cc1,21%,12%,?,-2%,6,18%,i,0,-11%[1.82 µM]

(next part)
SMILES,GLP1R inv ag,HEK293 tox,KB-V1 cytotox,aSyn rescue,D3 antag,GLP-1R agonist,PTHR1 agonist,D3 ag,TDP-43 yeast inh
Cc1ccc2ncc(NC(=O)c3ccc(F)cc3)c(=O)n2c1,15%,-13%,7%,-6%,0,-9%,?,0,-19%
CCOC(=O)CNC(=O)N1CCC(CCOc2ccccc2)(C(=O)OCC)CC1,11%,-18%,5%,6%,10,-3%,-4%,-1,10%
COc1ccc(CNC(=O)COC(=O)c2c(C)nn(-c3ccccc3)c2C)cc1OC,0%,1%,?,3%,75,3%,-22%,7,-2%
CC(C)(C)C(=O)Nc1nnc(CC(=O)NCc2ccccc2)s1,-4%,1%,5%,-1%,-3,7%,i,27,-20%

Only part of the results is shown. The share of hits here may be higher or lower than overall.
